ARNT TACC3 PPI: disrupts binding between human ARNT and TACC3; Q9Y6A5; AlphaScreen His-ARNT PAS-B/GST-TACC3 binding, luminescence; TACC3 fragment carries E629A point mutation; inhibition, % at 9.99 µM; hit rate 0.66% among 390,000;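 active means mean inhibition of replicates at least 50% and at least half of replicates each reaching 50%; inconclusive means half or more replicates reach 50% but mean below 50%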;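 further: 0% = complete ARNT plus TACC3 wells and 100% = ARNT alone without TACC3; many hits fall short of the cut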
Cneo AK release: Cryptococcus neoformans lysis via adenylate kinase release; C. neoformans lysis, adenylate kinase release luminescence, 4 h; normalised: neutral wells 0, clomiphene wells 100; lysis activity, % at 15 µM; hit rate 0.2% among 360,000; AID 651654;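 active means mean lysis activity across replicates of at least 80%, whatever share of replicates individually reach that level; inactive means mean lysis activity below 80%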
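Test system: log-phase Cryptococcus neoformans yeast cells; Quantity: yeast cell density of 5 × 10^6 cells/mL; Buffer or medium: YPD; Doses: single compound concentration per well; Timing: 4 h at 37 °C static, read 1 h later; Measured by: AK luminescence; Read-out basis: lysis from increased AK signal; Control set: Clomiphene as positive control.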
esBAF inh: inhibitors of esBAF chromatin remodeling in mouse ES cells | Bmi1-luciferase knock-in reporter, 24 h; 100% = twice the neutral-well signal | reporter increase, % at 12.5 µM | hit rate 2% among 350,000 | AID 602393; in the data active means activation above about 40%; inconclusive means no clear call, values can overlap the other calls;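 further: 0% = median of the plate's neutral control wells and 100% = double that signal; a rise in the Bmi1 reporter signal indicates esBAF inhibition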
Statin myotox sup: suppression of simvastatin myotoxicity; C2C12 myotubes + simvastatin, ATP luminescence, 48 h; scaled: DMSO 0, geranylgeraniol control 100; rescue of ATP level, % at 7.49 µM; hit rate 0.78% among 330,000; AID 602340;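 active means mean ATP rescue above about 67%, or every replicate alone reaching that limit, limit read from the data, passing the limit was not always enough; inconclusive means no clear call, values can overlap the other calls; inactive means mean under the limit and some replicate under it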;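 further: myotubes were challenged with 10 µM simvastatin during compound exposure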
ERp5 block: ERp5 (human) disulfide isomerase inhibition. ERp5 insulin aggregation, absorbance 650 nm, 90 min. inhibition, % at 9.99 µM. Q15084. hit rate 0.05% among 350,000. AID 651711;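 active means mean replicate inhibition above about 25%, with every replicate also reaching it, limit read from the data, passing the limit was not always enough; inconclusive means only one of those two criteria met; inactive means neither criterion met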
Target sequence (Q15084 whole entry, looked up): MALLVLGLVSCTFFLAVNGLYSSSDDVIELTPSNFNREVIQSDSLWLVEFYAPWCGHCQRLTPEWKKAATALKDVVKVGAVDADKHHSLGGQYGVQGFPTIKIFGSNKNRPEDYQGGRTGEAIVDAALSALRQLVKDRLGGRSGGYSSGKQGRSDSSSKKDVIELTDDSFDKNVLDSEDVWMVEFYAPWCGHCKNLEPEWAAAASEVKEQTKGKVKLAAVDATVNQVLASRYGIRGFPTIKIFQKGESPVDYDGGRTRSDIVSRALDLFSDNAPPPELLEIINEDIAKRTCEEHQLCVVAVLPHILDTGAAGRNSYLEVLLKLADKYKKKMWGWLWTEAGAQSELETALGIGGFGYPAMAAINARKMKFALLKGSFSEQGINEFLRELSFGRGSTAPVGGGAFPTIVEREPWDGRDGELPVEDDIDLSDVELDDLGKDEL
miR122 inh: miR-122 inhibition in Huh7 cells; activation (reporter increase), % at 12.5 µM; hit rate 0.3% among 340,000; Huh7 miR-122 Renilla luciferase sensor, 48 h; neutral wells = 0, positive control = 100;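 active means mean replicate activation score at least 90 and every replicate individually at or above 90; inconclusive means only one of the two criteria met; inactive means neither criterion met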;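 further: higher luciferase means less miR-122 activity so hits act as miR-122 inhibitors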
SIRT5 inh: blocks human SIRT5 desuccinylation of peptide. Q9NXA8. Purified SirT5, succinyl-peptide AMC, trypsin-coupled fluorescence. inhibition, % at 15 µM. hit rate 1.1% among 330,000. AID 652115; in the data active means inhibition above about 15%; inconclusive means no clear call, values can overlap the other calls
Target sequence (Q9NXA8 whole entry, looked up): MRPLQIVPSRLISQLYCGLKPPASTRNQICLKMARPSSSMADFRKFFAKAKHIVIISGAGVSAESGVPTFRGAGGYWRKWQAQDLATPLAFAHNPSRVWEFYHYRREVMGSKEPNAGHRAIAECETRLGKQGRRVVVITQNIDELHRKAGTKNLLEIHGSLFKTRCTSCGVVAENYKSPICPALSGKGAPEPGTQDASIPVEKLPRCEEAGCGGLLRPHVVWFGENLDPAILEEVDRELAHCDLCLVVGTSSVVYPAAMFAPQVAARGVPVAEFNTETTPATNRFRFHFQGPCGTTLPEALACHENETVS
Active calls of the source: *; ? = inconclusive; . = not tested or not shown; & = joins results of further samples; [ ] = remark or other dose.

Compound	ARNT TACC3 PPI	Cneo AK release	esBAF inh	Statin myotox sup	ERp5 block	miR122 inh	SIRT5 inh
CCCC(=O)N1CC(=O)Nc2ccc(C)cc2C1c1ccccc1 (stereo unspecified)	3	-1	-4	5	5	4	-3
Cc1noc(C)c1NC(=O)N(C)C[C@@H]1Oc2c(NS(=O)(=O)c3cn(C)cn3)cccc2C(=O)N([C@H](C)CO)C[C@@H]1C	-12	-8	-2	-22	5	-3[16.7 µM]	-1
O=S(=O)(Cc1noc(-c2ccc(OC(F)(F)F)cc2)n1)c1ccc(F)cc1	.	2	18	3	-3	1	-3
O=C(CCSc1nc(-c2ccco2)cc(C(F)(F)F)n1)N1CCN(c2ccccn2)CC1	-3	.	3	3	.	-8	.
O=C(Nc1cccc(F)c1)c1ccc(-c2cccnc2)c2ccoc12	.	-8	-46	-9	.	-4	.
CCOc1ccc(NC(=O)C2CCCN2S(=O)(=O)c2ccc3c(c2)C(C)(C)C(=O)N3C)cc1 (stereo unspecified)	-4	0	6	.	7	-4	.
CCCC(=O)N1CCc2[nH]c3ccccc3c2C1	21	-1	5	-2	.	3	.
Cc1cccc(OCC(=O)N/N=C\c2cccn2C)c1C	11	1	1	1	-2	0	-1
NC(=O)c1ccsc1NC(=O)COC(=O)Cc1ccc(F)cc1	.	0	11	4	0	-9	.
C[C@H](NC(=O)C[C@H]1C[C@@H]2c3cc(NC(=O)Nc4ccc(C(F)(F)F)cc4)ccc3O[C@@H]2[C@H](CO)O1)c1ccccc1	0	11	15	-68	5	-8[16.7 µM]	7
COC(=O)C[C@H]1C[C@@H]2c3cc(NS(=O)(=O)c4ccccc4)ccc3O[C@@H]2[C@H](CO)O1	-7	-10	0	1	.	-1[16.7 µM]	.
Cc1ccc(C(=O)Nc2ccc3c(c2)OCO3)cc1Cl	-8	2	39	2	14	-2	-5
C[C@@H]1CN([C@@H](C)CO)C(=O)c2cc(NS(=O)(=O)c3ccc(F)cc3)ccc2O[C@@H](C)CCCCO[C@H]1CN(C)C	-6	-3	0	27	0	-2[16.7 µM]	-4
CCOC(=O)C1=C(C(=O)OCC)N(CC2CCCCC2)CCC1=O	-4	0	-1	-3	-6	.	.
C/C=C/c1ccc([C@H]2[C@@H](CO)N(C(C)=O)[C@@H]2CN(CCC)C(C)=O)cc1	-8&-8	2&0	-1&0	19&15	.	0&7[16.7 µM]	.
O=C(CC1SC(=Nc2ccc(OC(F)F)cc2)N(CCC2=CCCCC2)C1=O)Nc1ccccc1F (stereo unspecified)	-33	.	.	.	?	.	-1
COC(/C=C/Nc1ccc(Cl)cc1)=C(C#N)C#N	-6	.	-1	0	-1	-2	-8
C[C@H]1CN([C@@H](C)CO)C(=O)c2cc(-c3ccc(C#N)cc3)cnc2O[C@@H]1CN(C)CC1CCCC1	-10	4	-4	13	-5	0[16.7 µM]	-12
COc1ccc(CN/C=C2\CCCCC2=O)cc1	3	2	10	29	3	-6	-4
COc1cccc2c1OC1(C)CC2NC(=O)N1c1cccc(C(=O)Nc2ccc3c(c2)OCCO3)c1 (stereo unspecified)	4	-3	-17	7	.	-7	.
N#CCC(=O)N/N=C/c1cc([N+](=O)[O-])ccc1N1CCOCC1	4	.	.	.	5	.	2
C[C@@H]1CCCCO[C@@H](CN(C)C(=O)Nc2ccc(C(F)(F)F)cc2)[C@@H](C)CN([C@H](C)CO)C(=O)c2cc(NC(=O)c3ccccc3)ccc2O1	-29	-1	-2	7	-2	9[16.7 µM]	1
C/C(=N\NC(=S)NCc1ccccc1)c1ccc(C#N)cc1	-12	.	.	.	2	.	0
COC(=O)C[C@H]1CC[C@@H]2[C@H](COc3ccc(NC(=O)Cc4cccs4)cc3C(=O)N2C)O1	-5	-4	-2	-4	0	.	0
Cc1cc(C(=O)Nc2cccc(S(=O)(=O)N3CCCC3)c2)c2ccccc2n1	0	-2	7	1	-8	-1	-1
C[C@@H]1CN([C@@H](C)CO)C(=O)c2cc(NC(=O)NC3CCCCC3)ccc2O[C@@H](C)CCCCO[C@@H]1CN(C)S(=O)(=O)c1cn(C)cn1	4	4	7	.	0	1[16.7 µM]	4
Cc1ccc(S(=O)(=O)N2CC[C@@H]3[C@H](CO)Nc4ccc(C#Cc5ccc(F)cc5)cc4[C@@H]32)cc1	14	2	4	-15	3	1[16.7 µM]	.
CSc1ccccc1C(=O)OCC(=O)N1CCCCCC1	44	0	.	-3	1	-4	2
Cc1c(Nc2cc(N3CCCCCC3)c3nonc3c2[N+](=O)[O-])c(=O)n(-c2ccccc2)n1C	4	1	8	.	.	0	.
Cc1sc2c(c1C)C(=O)/C(=C\Nc1ccncc1)S(=O)(=O)N2C	-3	-1	.	.	2	5	2
Cc1c(C(=O)Nc2ccccc2C(=O)N2CCCC2)cccc1[N+](=O)[O-]	3	1	.	.	7	2	2
COc1ccc(CN2C(=O)c3cccnc3C2=O)cc1S(=O)(=O)N1CC(C)CC(C)C1 (stereo unspecified)	29*	0	-2	-11	2	1	-6
COC(=O)c1ccc(NC(=O)CC2C(=O)N(C)C(=S)N2Cc2ccc(S(N)(=O)=O)cc2)cc1 (stereo unspecified)	3	3	-2	8	2	-3	-5
CC(=O)C1C(c2ccccc2)c2c(noc2C)CC1(C)O (stereo unspecified)	3	-1	.	.	-2	-6	-3
Cc1ccc(C23CC4CC(CC(C(=O)NC(C)C(=O)O)(C4)C2)C3)cc1 (stereo unspecified)	-7	0	-5	8	2	1	0
Cn1c(=NC(=O)c2cnccn2)sc2ccccc21	50*	1	28	-2	.	-5	.
CC1(C)OC(=O)C(=CNC(=O)c2c(F)cccc2F)C(=O)O1	-3	.	.	.	7	.	-4
Cc1cccc(NC(=S)N/N=C/c2cccc(O)c2)c1C	2	0	.	.	-2	41	0
COC(=O)c1ccccc1NC(=S)NC(NC(=O)c1ccccc1[N+](=O)[O-])C(Cl)(Cl)Cl (stereo unspecified)	5	-4	-4	-1	.	-9	.
CC(=O)Nc1ccc(CNc2nc3cc(-c4ccsc4)sc3c(=O)n2C)cc1	.	0	78*	9	4	-2	.
O=C(N/N=C/c1coc2ccc(Cl)cc2c1=O)c1ccncc1	-4	3	.	.	3	2	-6
C[C@H](CO)N1C[C@H](C)[C@H](CN(C)C(=O)Nc2ccc(C(F)(F)F)cc2)Oc2ccc(NS(=O)(=O)c3ccc(F)cc3)cc2C1=O	-3	-4	3	41	2	-4[16.7 µM]	7
CCOc1cc(C(=O)Oc2cc(C)[nH]c(=O)c2[N+](=O)[O-])cc(OCC)c1OCC	-9	-1	-7	10	-8	-2	-1
COc1cccc(OC)c1C(=O)N1CCN(C(=O)c2ccc(-c3ccccc3)cc2)CC1	5	5	-3	28	3	.	-1
COC(=O)c1sccc1NS(=O)(=O)c1ccccc1[N+](=O)[O-]	-4	.	-4	-8	-1	4	1
Cc1onc(-c2ccccc2Cl)c1C(=O)Nc1sc2c(c1C(N)=O)CCC(C)C2 (stereo unspecified)	-2	-2	2	-13	.	7	.
Cc1ccccc1-c1nn[nH]n1	-8	1	3	4	.	4	.
CC(C)CC(NC(=O)C1CCCCC1)C(=O)NCc1ccccn1 (stereo unspecified)	-4	6	4	10	.	-3	.
CCn1c(SCc2nc3ccccc3s2)nc2cc(S(=O)(=O)N3CCOCC3)ccc21	2	-15	62*	-4	2	76	-2
CCN(CCCn1c(=S)[nH]c2ncccc2c1=O)c1ccccc1	31	-1	-16	-1	.	0	.

The final six records of the part above come first, to join the parts:
Compound	ARNT TACC3 PPI	Cneo AK release	esBAF inh	Statin myotox sup	ERp5 block	miR122 inh	SIRT5 inh
COC(=O)c1sccc1NS(=O)(=O)c1ccccc1[N+](=O)[O-]	-4	.	-4	-8	-1	4	1
Cc1onc(-c2ccccc2Cl)c1C(=O)Nc1sc2c(c1C(N)=O)CCC(C)C2 (stereo unspecified)	-2	-2	2	-13	.	7	.
Cc1ccccc1-c1nn[nH]n1	-8	1	3	4	.	4	.
CC(C)CC(NC(=O)C1CCCCC1)C(=O)NCc1ccccn1 (stereo unspecified)	-4	6	4	10	.	-3	.
CCn1c(SCc2nc3ccccc3s2)nc2cc(S(=O)(=O)N3CCOCC3)ccc21	2	-15	62*	-4	2	76	-2
CCN(CCCn1c(=S)[nH]c2ncccc2c1=O)c1ccccc1	31	-1	-16	-1	.	0	.
N#Cc1ccccc1S(=O)(=O)N1CCNS(=O)(=O)c2ccccc21	-2	3	0	-15	11	-9	.
c1ccc(CCN(Cc2ccccc2)C2CCN(C3CCCC3)CC2)cc1	3	.	.	.	0	.	-5
N#CC1=C(N)Oc2n[nH]c(-c3cccs3)c2C1C1CCCCC1 (stereo unspecified)	15	2	.	.	.	-5	.
Fc1ccc(-c2ccnc3nc(N4CCN(c5ccccc5)CC4)nn23)cc1	0	-3	0	3	.	-9	.
CO[C@H]1CN(C)C(=O)c2cccc(C#N)c2OC[C@@H]2O[C@H](CC[C@H]2OC)CCN(C)C(=O)[C@H]1C	-2	8	0	5	1	.	-1
COC(=O)CSc1cc(C(=O)c2nccn2C)c2ccccc2n1	29	-1	-9	-11	0	-3	-2
C[C@@H]1CCCCO[C@H](CN(C)CC2CCCCC2)[C@H](C)CN([C@H](C)CO)C(=O)c2cc(NC(=O)NC3CCCCC3)ccc2O1	-2	0	-2	-13	.	-9[16.7 µM]	.
COc1cc(OC)c(C(=O)C=Cc2ccc(OC)c(OC)c2)c(OC)c1	34	2	-1	15	-5	3	.
CCCCOc1ccc(NC2=NC3(CCCC3)N=C(N)N2)cc1	5	0	.	.	.	-3	.
C[C@@H]1CN([C@H](C)CO)C(=O)c2cc(C#Cc3cccc(F)c3)cnc2O[C@@H]1CN(C)C(=O)C1CCCCC1	1	14	0	-9	-5	-5[16.7 µM]	5
CC(=O)Nc1ccc2cnn(C(C)=O)c2c1	.	-1	2	1	5	-9	2

Source: PubChem BioAssay (Broad Institute)

Not a hit list. Share with any hit: about 4%.
